Screening results as filed in PubChem.
NR2E3 ag-1: inhibitors of NR2E3-RetCOR corepressor binding, primary screen, NR2E3 agonist project, biochemical, TR-FRET, GST-NR2E3, biotin-RetCOR. AID 2300, 2010. inhibition of corepressor binding, % at 4.78 µM. 1536-well. actives 0.12% (n = 320,000);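 active means percent inhibition above the cutoff of mean plus 3 SD of all tested compounds, set per screening campaign, cut at about 20% in these data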;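 further: 0% = DMSO wells and 100% = biotin wells as full block of FRET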
Target sequence (Q9Y5X4 whole entry, looked up): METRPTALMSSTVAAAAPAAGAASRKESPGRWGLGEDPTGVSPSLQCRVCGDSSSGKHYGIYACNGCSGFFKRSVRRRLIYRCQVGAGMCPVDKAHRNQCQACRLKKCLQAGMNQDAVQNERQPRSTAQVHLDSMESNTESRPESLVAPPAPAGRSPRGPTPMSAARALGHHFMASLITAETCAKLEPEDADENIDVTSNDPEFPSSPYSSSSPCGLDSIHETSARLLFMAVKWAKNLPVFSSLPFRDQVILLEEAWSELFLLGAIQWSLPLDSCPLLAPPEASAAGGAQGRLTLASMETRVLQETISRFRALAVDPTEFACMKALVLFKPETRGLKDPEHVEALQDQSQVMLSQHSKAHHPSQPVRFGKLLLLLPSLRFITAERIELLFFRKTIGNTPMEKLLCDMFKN
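System: GST-tagged NR2E3 plus biotinylated RetCOR corepressor; Amount: 1.35 nM GST-tagged NR2E3 final; Dosing: single nominal compound dose of 4.8 µM; Schedule: 5 h incubation at 4 °C; Technique: TR-FRET with europium anti-GST and streptavidin-D2, 340 nm excitation; Controls: biotin wells as high control, 0.6% DMSO wells as low control.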
HIF-2a inh: HIF-2a reporter inhibitors, primary screen, luminescence, 786-0 RCC cells | actives 0.72% (n = 360,000) | 786-0 RCC cells HIF-2a reporter, luciferase luminescence, overnight | inhibition, % at 18.8 µM;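 active means inhibition of the luminescence signal of 40% or more relative to plate controls, in a single-dose primary screen at 18.75 µM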
Peg3 promoter: Peg3 promoter-driven luciferase inhibitors, primary screen, cell-based, HeLa, luciferase luminescence | actives 1.7% (n = 360,000) | inhibition, % at 20 µM | HeLa PEG-Prom luciferase reporter, overnight;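 active means inhibition of at least 50% at 20 µM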
LMP1 NFkB inh: EBV LMP1-driven NF-kappaB luciferase reporter inhibitors, primary screen, cell-based, luminescence, single point; LMP1-induced NF-kappaB luciferase reporter cells; inhibition, % at 12.5 µM; actives 0.69% (n = 350,000); AID 504558, 2011; in the data active means inhibition above about 41%;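 further: 0% = neutral control wells and 100% = reference inhibitor control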
C8 TRAIL sens: viability loss with TRAIL in NB7+C8 cells, primary screen, TRAIL sensitizer project, cell-based, ATPlite luminescence | inhibition (viability loss, TRAIL sensitization), % at 10 µM | actives 1% (n = 360,000) | AID 624354, 2012;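 active means compounds causing at least 50% loss of cell viability in the single-dose screen, relative to plate controls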
iPSC survival up: enhancers of single-cell hiPSC survival, primary screen, ATPlite luminescence; actives 0.044% (n = 360,000); survival enhancement, % at 20 µM; 100% = ROCK inhibitor wells, 0% = DMSO; in the data active means survival enhancement above about 18%;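 further: cells exposed to compounds for 16 hours before the ATP read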
KKLEB tox: cytotoxicity in KKLEB CF airway cells, primary screen, cytotoxicity control for CF NF-kB inhibitor project, cell-based, uHTS, fluorescence assay plates. KKLEB CF airway cells viability, ATPlite luminescence, overnight; hits give low values; cells stimulated with P. aeruginosa culture filtrate. activity change (cytotoxicity), % at 5 µM. actives 0.36% (n = 360,000). AID 602141, 2011;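 active means corrected activity change at or below -50% at 5 µM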
Shn3 inh set2: reduction of Shn3 3'UTR firefly luciferase signal, primary screen, Schnurri-3 inhibitor project, cell-based, Clone20 osteoblasts, set 2 | actives 0.52% (n = 360,000) | Clone20 osteoblast Shn3 3'UTR firefly luciferase, 24 h | inhibition, % at 12.5 µM | AID 588674, 2011;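 active means mean inhibition of at least 75% with every replicate also reaching 75%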;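 further: 0% = median of neutral control wells and 100% = pilot-screen positive control compound; some compounds past the cut are filed as inactive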
CF NFkB block: inhibitors of PAF-induced NF-kB signaling, primary screen, cell-based, GFP fluorescence, uHTS; AID 588850, 2011; inhibition, % at 5 µM; KKLEB NF-kB-GFP reporter, GFP fluorescence overnight; actives 0.86% (n = 360,000);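 active means at least 50% inhibition at 5 µM, scaled per plate between neutral and stimulator controls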;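 further: PAF is a Pseudomonas aeruginosa culture filtrate used as stimulus; plate controls were PAF-stimulated DMSO wells for no effect and unstimulated DMSO wells for full effect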
NR2E3 ag-2: NR2E3 agonists in two-hybrid cells, primary screen, cell-based, luminescence, CHO-S, Gal4-NCOR/VP16-NR2E3 | Photoreceptor-specific nuclear receptor (Homo sapiens), Q9Y5X4 | luciferase | inhibition of corepressor binding, % at 3.98 µM | actives 0.35% (n = 360,000) | AID 602229, 2012;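 active means inhibition above the mean of all tested compounds plus 3 SD, cut at about 70% in these data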;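 further: 0% = DMSO with NR2E3 transfected cells and 100% = cells lacking NR2E3 construct; higher means lower luciferase signal from less NR2E3 corepressor binding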
MITF TRPM1 inh: inhibitors of MITF-dependent TRPM1 promoter reporter, primary screen, cell-based, SK-MEL-5, single point, luciferase | SK-MEL-5 TRPM1 promoter luciferase, 24 h | inhibition, % at 12.5 µM | actives 0.83% (n = 330,000) | AID 488899, 2010;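 active means mean inhibition across replicates of 60% or more, whatever share of single replicates reaches that level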; further: values of inactives mirror those of a sister screen read the other way
Numbers without * were called inactive; / = no result given. An excerpt (hit frequency here may not be typical).

SMILES	NR2E3 ag-1	HIF-2a inh	Peg3 promoter	LMP1 NFkB inh	C8 TRAIL sens	iPSC survival up	KKLEB tox	Shn3 inh set2	CF NFkB block	NR2E3 ag-2	MITF TRPM1 inh
O=C(CN1CCc2ccccc2C1)Nc1cc(S(=O)(=O)N2CCOCC2)ccc1N1CCCC1	1	15	-1	-19	14	2.1	2	25	4	-2	-4
Cc1ccc(OCC(=O)NCc2ccco2)c([N+](=O)[O-])n1	4	5	11	4	4	-0.2	-2	-25	3	-18	-7
COc1cc(/C=C/C(=O)OCC(=O)N2CC3(C)CC2CC(C)(C)C3)ccc1O (stereo unspecified)	0	15	-6	9	11	2.8	-8	-27	19	-12	9
COc1ccccc1N1CCN(C(=O)c2ccccc2SCC(=O)N2CCCC2)CC1	/	-3	12	-5	-1	0.2	8	1	5	-20	0
Cn1cccc1Cc1nnc(SCC(=O)Nc2ccc(Cl)cc2)n1-c1ccc(F)cc1	-3	14	-2	-16	-5	-0.3	14	3	13	-21	3
Fc1cccc(CCN2C(=S)NC[C@@H]2Cc2ccccc2)c1	-2	15	19	-1	11	4.7	-1	18	22	11	-12
CCCCNS(=O)(=O)c1ccc(S(=O)(=O)N2CCC3(CC2)OCCO3)cc1	-4	-3	10	4	1	0.7	5	14	-8	-11	4
CC(OC(=O)c1ccc([N+](=O)[O-])o1)C(=O)Nc1nc(-c2ccc(F)c(F)c2)cs1 (stereo unspecified)	/	-292	-299	-26	14	-0.2	13	-97	-20	-75	-93
COc1ccc(Cl)cc1NC(=O)CN(C)C(=O)Cn1[nH]c(=O)c2ccccc2c1=O	4	13	20	-9	-9	0.1	12	-25	-10	1	10
COc1cc(N=CC2=C(O)c3ccccc3C2=O)cc(OC)c1	-1	-166	-175	-7	19	-0.7	1	-123	22	-26	-60
Cc1cccc(-c2nc(C#N)c(NCc3ccco3)o2)c1	-5	-211	-173	-1	10	0.1	1	-21	10	-86	-58
CCOc1cccc(-c2c(C(=O)N/N=C/c3ccsc3)nnn2-c2nonc2N)c1	-3	10	18	-2	4	-0.4	15	-3	17	23	5

For convenience, eight of the compounds above:
SMILES	NR2E3 ag-1	HIF-2a inh	Peg3 promoter	LMP1 NFkB inh	C8 TRAIL sens	iPSC survival up	KKLEB tox	Shn3 inh set2	CF NFkB block	NR2E3 ag-2	MITF TRPM1 inh
COc1ccccc1N1CCN(C(=O)c2ccccc2SCC(=O)N2CCCC2)CC1	/	-3	12	-5	-1	0.2	8	1	5	-20	0
Cn1cccc1Cc1nnc(SCC(=O)Nc2ccc(Cl)cc2)n1-c1ccc(F)cc1	-3	14	-2	-16	-5	-0.3	14	3	13	-21	3
Fc1cccc(CCN2C(=S)NC[C@@H]2Cc2ccccc2)c1	-2	15	19	-1	11	4.7	-1	18	22	11	-12
CCCCNS(=O)(=O)c1ccc(S(=O)(=O)N2CCC3(CC2)OCCO3)cc1	-4	-3	10	4	1	0.7	5	14	-8	-11	4
CC(OC(=O)c1ccc([N+](=O)[O-])o1)C(=O)Nc1nc(-c2ccc(F)c(F)c2)cs1 (stereo unspecified)	/	-292	-299	-26	14	-0.2	13	-97	-20	-75	-93
COc1ccc(Cl)cc1NC(=O)CN(C)C(=O)Cn1[nH]c(=O)c2ccccc2c1=O	4	13	20	-9	-9	0.1	12	-25	-10	1	10
COc1cc(N=CC2=C(O)c3ccccc3C2=O)cc(OC)c1	-1	-166	-175	-7	19	-0.7	1	-123	22	-26	-60
Cc1cccc(-c2nc(C#N)c(NCc3ccco3)o2)c1	-5	-211	-173	-1	10	0.1	1	-21	10	-86	-58

Additional results:
SMILES	NR2E3 ag-1	HIF-2a inh	Peg3 promoter	LMP1 NFkB inh	C8 TRAIL sens	iPSC survival up	KKLEB tox	Shn3 inh set2	CF NFkB block	NR2E3 ag-2	MITF TRPM1 inh
CCOC(=O)N1CCN(C(=O)CCCCCn2c(=S)[nH]c3cc4c(cc3c2=O)OCO4)CC1	4	20	19	5	-13	-0.3	21	10	3	-28	-1
Cc1cc(C(=O)N2CCC2(C)C(=O)NS(=O)(=O)c2cccc(Cl)c2)nn1C (stereo unspecified)	/	3	-21	/	-1	2.7	12	-19	-8	-56	/
Cc1c([N+](=O)[O-])oc2c1C(=O)NCCC2	/	9	-2	1	-5	3.3	11	1	11	-23	/
O=C(COC(=O)c1ccccc1C(=O)c1ccc(Cl)cc1)NCC1CCCO1 (stereo unspecified)	2	9	-2	11	-5	-0.4	-1	0	0	-11	9
CC1(C)C2CCC(CN)C1C2 (stereo unspecified)	/	19	10	1	-15	-1.3	-8	8	2	-13	/
CN(CC(=O)Nc1ccccc1Br)CC(=O)NC(c1ccccc1)c1ccccc1	/	9	16	-3	8	-0.3	9	5	-11	1	-2
CCOC(=O)C1=NOC2COC3(CCN(c4ncccn4)CC3)OCC12 (stereo unspecified)	-5	-5	2	6	-4	-0.8	12	5	-10	4	0
CC(C)(C)C(=O)Nc1ccc(N2CCN(C(=O)c3cccs3)CC2)cc1	/	-8	-8	-8	2	-0.7	-16	-54	29	14	/
O=C(COC(=O)/C=C/c1ccc2c(c1)OCO2)NC1CCS(=O)(=O)C1 (stereo unspecified)	-3	7	2	-9	-1	-0.5	14	27	0	-1	4
CC(CCc1ccccc1)NCc1ccc(Cl)cc1Cl (stereo unspecified)	1	7	0	5	-4	-0.6	-1	2	12	12	-12
Cc1cccc(NCc2nc(-c3ccccc3)no2)c1	4	-223	-83	-12	1	2.5	1	-29	-10	-45	/
CCOC(=O)C1=C(C)NC(=O)NC1C1CC=CCC1 (stereo unspecified)	-2	29	16	-11	-7	-0.7	-12	9	-1	-13	11
CC(C)(C)S(=O)N1Cc2cc(C(=O)NCC(F)(F)F)nc(-c3cccc(-c4cccc(F)c4)c3)c2[C@@H]1CCO (stereo partly specified)	/	15	69*	/	-12	-0.9	-10	25	78*	26	/
CCc1cc2c(NCC3CCCO3)nc(C)nc2s1 (stereo unspecified)	-3	27	26	9	3	-2.2	0	1	-4	9	8
CCn1c2ccccc2c2cc(NC(=O)CSc3nnc(-c4cccc(C)c4)o3)ccc21	2	4	14	0	-16	-2.4	-9	26	-6	-12	-4
O=C(CN1CCCCCC1)N/N=C/c1cccc(Cl)c1Cl	0	-107	-66	1	-2	1.2	8	3	11	-8	-21
CCOc1ccccc1C(=O)N[C@H](C(=O)Nc1ccc(OC)c(S(=O)(=O)N2CCOCC2)c1)C(C)C	3	20	-4	2	-18	0.2	-6	-2	-8	12	12
Cc1ccccc1CSCC(Nc1ccc(C(=O)O)cc1[N+](=O)[O-])C(=O)O (stereo unspecified)	1	8	-3	1	-27	6.3	-11	-19	13	1	-2
Cc1cc(C(=O)Nc2c(F)c(F)c(F)c(F)c2F)n(-c2ccccc2)n1	4	3	-8	7	-7	-1.9	-5	4	11	-19	5
CCCCc1nc(C(N)=O)c2[nH]c(=O)n(-c3ccccc3F)c2n1	1	16	11	3	-3	0.3	1	8	1	-36	4
Cc1ccc(O)c(CNc2cccc(C)n2)c1	/	-4	-30	-1	-10	0.1	-6	0	-2	5	-6
CC(C)(C)NC(=O)CN(C(=O)CS(=O)CC(=O)Nc1ccc(F)cc1)c1ccc2c(c1)OCCO2 (stereo unspecified)	5	12	2	8	-9	-0.8	-6	10	-3	-11	0
CCOC(=O)c1ccc(N2C(=O)c3n[nH]c(C)c3C2c2ccc(O)cc2)cc1 (stereo unspecified)	-3	-46	-60	-7	-20	2.1	10	-19	8	-14	-5
O=C(CSc1n[nH]c(=O)n1Cc1ccccc1)Nc1ccc(N2CCOCC2)cc1	/	9	14	4	8	0.1	10	1	6	-16	7
CN(C)CCOc1ccc(-c2c(-c3ccsc3)sc3ccccc23)cc1	/	-2	98*	0	17	-3.9	-31	-5	42	18	3
CC(=O)N1c2ccc(S(=O)(=O)NCC3CCC(C(=O)Nc4ccc(C)cn4)CC3)cc2CC1C (stereo unspecified)	1	12	1	19	7	-0.3	-10	59	-5	38	24
CCCOc1ccc(N2CC(C(=O)Nc3ccc(N4CCOCC4)cc3)CC2=O)cc1 (stereo unspecified)	3	28	14	2	-6	-0.7	-3	4	-2	-22	7
Cc1cccc(C(=O)N/N=C/c2ccc3c(c2)OCO3)n1	-2	-23	-16	9	15	4.8	-2	-15	12	-11	-2
O=C(c1cccs1)N1CCN(c2ncc(C(F)(F)F)cc2Cl)CC1	0	-67	-65	6	-4	-0.2	-11	-6	15	-1	-15
Cc1ccc(NC(=O)CCC(=O)c2cccs2)c(Br)c1	-2	-236	-219	-19	-1	-0.5	-9	-51	-2	-66	-83
O=C(Nc1ccccc1C(=O)O)c1ccccc1	4	-50	-14	-20	14	-0.4	14	-31	-6	-26	-9
Cc1cccc(C)c1-n1nnnc1C(c1ccccc1OC(F)(F)F)N1CCN(C/C=C/c2ccccc2)CC1 (stereo unspecified)	/	5	1	/	4	-1.8	-12	42	11	23	/
CCOC(=O)C1=C(N)n2c(s/c(=C\c3ccncc3)c2=O)=C(C(=O)OCC)C1c1ccncc1 (stereo unspecified)	-2	18	22	-25	0	-0.1	-19	-16	-2	17	53
Cn1c(=O)c2c(SCc3cccnc3)nc(C3CC3)nc2n(C)c1=O	2	-2	-11	-5	3	-0.7	9	14	5	9	/
O=C(NC1CCN(C(=O)Nc2cccc(Cl)c2)CC1)c1ccccc1	2	15	12	9	1	-0.3	2	17	15	-6	5
CCOC(=O)C1CCCCN1Cc1ccc(OC)c(OC)c1OC (stereo unspecified)	0	6	5	-2	-17	-1.2	1	4	4	-9	7
N#Cc1cccc(NC(=O)CC2CCCC2)c1	0	-24	-4	-3	-3	0.2	3	-4	-4	-32	6
COc1ccc(OC)c(-c2csc(N(CC3CCCO3)C(=O)C3CCCCC3)n2)c1 (stereo unspecified)	-3	11	13	-4	-4	-2.1	14	5	-2	8	4
CCC1CCC(N2CCN(c3cccc(OC)c3)CC2)CC1 (stereo unspecified)	/	-2	-11	-4	11	0.0	6	21	14	-16	11
Cc1ccc(N2CN(Cc3ccco3)CNC2=S)cc1	-1	-156	11	0	-14	-0.6	25	-30	-10	-10	4
CCCn1c(SCC(=O)c2cc(C)ccc2C)n[nH]c1=O	-1	-4	1	6	-1	8.3	0	11	8	-3	-5
Cc1onc(-c2ccccc2)c1C(=O)OCc1nnc(-c2ccc([N+](=O)[O-])cc2)o1	2	-13	3	1	4	-0.3	-2	21	-7	-3	17
